ATG4B inh – ATG4B protease inhibitors, primary screen, biochemical, fluorescence, uHTS; ATG4B cleavage of LC3-PLA2, NBD-HPC fluorescence, 1 h; inhibition, % at 8.33 µM; actives 0.51% (n = 340,000); AID 504462, 2011; in the data active = inhibition above about 40%
Target sequence (Q9Y4P1 whole entry, looked up): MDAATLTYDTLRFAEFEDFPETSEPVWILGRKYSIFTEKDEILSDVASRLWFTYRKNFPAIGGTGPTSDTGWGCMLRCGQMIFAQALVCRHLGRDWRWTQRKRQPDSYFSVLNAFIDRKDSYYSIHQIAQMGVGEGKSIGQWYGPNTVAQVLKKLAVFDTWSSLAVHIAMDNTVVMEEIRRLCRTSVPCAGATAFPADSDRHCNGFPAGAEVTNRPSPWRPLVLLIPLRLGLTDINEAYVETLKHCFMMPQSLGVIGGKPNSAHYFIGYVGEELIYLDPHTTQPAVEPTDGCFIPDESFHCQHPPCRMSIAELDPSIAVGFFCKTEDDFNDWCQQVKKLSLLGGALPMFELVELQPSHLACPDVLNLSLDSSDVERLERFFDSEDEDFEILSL
PfG6PD inh – PfG6PD enzyme inhibitors, primary screen, biochemical, fluorescence intensity, uHTS; glucose-6-phosphate dehydrogenase-6-phosphogluconolactonase (Plasmodium falciparum 3D7); PfGluPho enzyme, NADPH resazurin-diaphorase fluorescence; inhibition, % at 20 µM; actives 0.78% (n = 350,000); AID 504690, 2011;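 active = inhibition reaching at least a set limit at 20 µM in the primary screen, cut at about 59% in these data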;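 note: 0% = DMSO wells with substrate and 100% = DMSO wells lacking glucose-6-phosphate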
SENP8 block – human SENP8 protease inhibitors, primary screen, biochemical, fluorescence, Nedd8 protein substrate, uHTS; inhibition, % at 20 µM; Sentrin-specific protease 8 (Homo sapiens), Q96LD8; AID 602440, 2012; actives 0.64% (n = 360,000); recombinant SENP8; in the data active = inhibition mostly above about 40%, no sharp cut-off; inactive = mostly below about 27%
Target sequence (Q96LD8 whole entry, looked up): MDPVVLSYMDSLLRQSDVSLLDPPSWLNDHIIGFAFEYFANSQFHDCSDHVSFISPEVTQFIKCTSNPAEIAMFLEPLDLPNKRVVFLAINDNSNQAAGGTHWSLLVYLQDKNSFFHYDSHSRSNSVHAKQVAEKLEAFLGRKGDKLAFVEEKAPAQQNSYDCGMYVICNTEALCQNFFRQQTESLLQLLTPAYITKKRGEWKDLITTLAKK
HKDC1 inh – HKDC1 hexokinase inhibitors, primary screen, biochemical, fluorescence, uHTS | AID 493160, 2011 | actives 0.16% (n = 340,000) | Q2TB90 | recombinant HKDC1, G6PDH/diaphorase resazurin coupled fluorescence | inhibition, % at 20 µM;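 active = inhibition above about 35% when tested at 20 µM, limit read from the data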;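 note: plate controls were DMSO wells with enzyme for no effect and DMSO wells lacking enzyme for full effect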
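Assay system – recombinant HKDC1 (HK5) hexokinase enzyme, produced in-house · Input – HKDC1 at 5 µg/mL · Reagent – glucose plus 1 mM ATP as hexokinase substrates · Timing – 90 min reaction incubation at room temperature, dark · Measured by – G6PDH/diaphorase-coupled fluorescence, 1 mM NADP, 100 µM resazurin, 525/613 nm · Benchmarks – DMSO-enzyme wells negative, buffer-substituted wells positive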
MPTP block – mitochondrial permeability transition pore inhibitors, primary screen, biochemical, isolated mouse mitochondria, absorbance; Ca2+ swelling absorbance, 30 min; inhibition, % at 10 µM; AID 602449, 2012; actives 1.4% (n = 360,000);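 active = inhibition of 50% or more, scaled per plate between neutral and stimulator controls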;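 note: 0% = DMSO wells given calcium and 100% = 1 mM EGTA wells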
SENP6 inh – SENP6 protease inhibitors, primary screen, biochemical, luminescence, uHTS. Recombinant SENP6 catalytic domain, aminoluciferin luminescence. inhibition, % at 10 µM. actives 1.8% (n = 330,000). AID 2599, 2010;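 active = inhibition above about 50% at the single tested dose, limit read from the data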;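 note: plate controls were DMSO wells with enzyme for no effect and DMSO wells lacking enzyme for full effect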
GRIN3A LBD mod – binders of NR3A ligand-binding domain, primary screen, biophysical, differential scanning fluorimetry, uHTS; Glutamate receptor ionotropic, NMDA 3A (GRIN3A) ligand-binding domain; NR3A LBD differential scanning fluorimetry, Tm shift; 0% = protein alone, 100% = glycine-bound protein; Tm shift relative to glycine control, % at 25 µM; actives 2.5% (n = 340,000); AID 1259313, 2017;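 active = melting temperature shift of at least 10% of the positive control shift, at one fixed dose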
SENP7 block – SENP7 protease inhibitors, primary screen, biochemical, luminescence, uHTS. actives 1.5% (n = 330,000). inhibition, % at 5 µM. recombinant SENP7, Z-RLRGG-aminoluciferin luminescence, 40 min;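 active = inhibition above about 50% at the single test dose, limit read from the data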;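 note: plate controls were DMSO with enzyme for no effect and no enzyme buffer wells for full effect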
Target sequence (Q9BQF6 706-1050 limits assumed): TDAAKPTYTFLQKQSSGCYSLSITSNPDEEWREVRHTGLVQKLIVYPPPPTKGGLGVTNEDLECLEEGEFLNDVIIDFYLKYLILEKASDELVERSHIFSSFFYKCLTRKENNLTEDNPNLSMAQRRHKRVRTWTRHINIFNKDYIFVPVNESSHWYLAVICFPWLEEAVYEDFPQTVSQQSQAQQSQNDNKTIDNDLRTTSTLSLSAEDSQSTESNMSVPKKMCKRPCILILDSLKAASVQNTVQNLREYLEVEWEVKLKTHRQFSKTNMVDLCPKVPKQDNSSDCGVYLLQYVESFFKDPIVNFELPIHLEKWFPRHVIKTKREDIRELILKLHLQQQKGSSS
Numbers without * were called inactive; nt = not tested or not shown.

The line under a structure holds: ATG4B inh	PfG6PD inh	SENP8 block	HKDC1 inh	MPTP block	SENP6 inh	GRIN3A LBD mod	SENP7 block
> Cc1nc2ccccc2n1CC(=O)N/N=C\c1ccccn1
    -4	4	-2	9	-0.4	-5	-1	3
> N#Cc1ccc(NC(=O)CN2CCN(c3ccccn3)CC2)cc1
    -8	3	2	-3	-0.8	-50	-1	-5
> C/C(=N\NC(=O)c1cc(C)nc2ccccc12)c1ccccn1
    -1	-12	5	-5	-0.5	0	-2	-7
> Cc1nn(CC(=O)NCCc2ccc(Cl)cc2)c(C)c1[N+](=O)[O-]
    -3	-5	0	-9	1.9	4	-8	9
> COC(=O)c1ccc(S(=O)(=O)NCc2ccco2)o1
    -18	17	14	0	1.6	3	2	3
> CC(C)(C)N1C(=O)c2ccc(C(=O)Nc3nccs3)cc2C1=O
    -5	0	16	2	0.3	-6	1	0
> CCC(=O)Nc1cc(OC)cc(OC)c1
    -24	-9	5	-4	-1.2	-23	-2	3
> O=C(c1cccc2ccccc12)N1CCN(c2ccc([N+](=O)[O-])c(N3CCOCC3)c2)CC1
    -24	-10	26	0	-2.9	11	-5	4
> CCCC(=O)Nc1sc2c(c1C(=O)OC)C(C(=O)OC)CC2 (configuration not stated)
    3	-3	-24	3	-0.4	-9	1	6
> O=C(NCCCN1CCOCC1)c1c(F)c(F)c(F)c(F)c1F
    2	7	1	-1	1.6	2	0	-8

Three entries from above, ordered by number of heavy atoms, largest number first:
The line under a structure holds: ATG4B inh	PfG6PD inh	SENP8 block	HKDC1 inh	MPTP block	SENP6 inh	GRIN3A LBD mod	SENP7 block
> O=C(c1cccc2ccccc12)N1CCN(c2ccc([N+](=O)[O-])c(N3CCOCC3)c2)CC1
    -24	-10	26	0	-2.9	11	-5	4
> Cc1nc2ccccc2n1CC(=O)N/N=C\c1ccccn1
    -4	4	-2	9	-0.4	-5	-1	3
> COC(=O)c1ccc(S(=O)(=O)NCc2ccco2)o1
    -18	17	14	0	1.6	3	2	3

Next section.
The line under a structure holds: ATG4B inh	PfG6PD inh	SENP8 block	HKDC1 inh	MPTP block	SENP6 inh	GRIN3A LBD mod	SENP7 block
> CN(C)C(CNC(=O)c1ccccc1OCc1ccc(Cl)cc1)c1ccco1 (configuration not stated)
    15	0	5	0	0.2	2	nt	-3
> Cc1nnc(NC(=O)c2ccc(N3CCCC3=O)cc2)s1
    -1	-1	-76	-5	-1.3	-14	1	-13
> O=C(Nc1ccc(F)cc1)C(Sc1nnc2ccccn12)c1ccccc1 (configuration not stated)
    0	-17	11	10	-4.8	-4	1	-1
> Cc1cn2c(=O)c(C(=O)N3CCN(c4ccccc4Cl)CC3)cnc2s1
    0	-9	-25	-2	-1.7	-8	-2	-22
> COCCCN1C(=O)C(=O)/C(=C(/O)c2ccc(OC)cc2)C1c1cccc(OC)c1 (configuration not stated)
    -3	13	-28	5	-3.5	0	2	5
> O=C1c2ccccc2S(=O)(=O)N1CCOc1ccccc1
    -4	-10	20	-7	-1.7	0	-1	16
> O=C(O)C1CCCN1C(=O)C12CC3CC(CC(C3)C1)C2 (configuration not stated)
    -3	10	-2	-7	5.3	4	-1	3
> CN(C)c1ncccc1-c1nc2ccccc2s1
    -7	11	-392	-8	-1.8	-6	-1	-2
> O=C(COc1ccc(Cl)cc1)Nc1ccc(CN2CCOCC2)cc1
    1	-16	0	-2	0.4	-8	0	-4
> Cc1nnc(SCC(=O)NCCOc2ccc(Cl)cc2)n1-c1ccccc1
    -3	-15	23	-10	-0.9	3	0	-8
> COc1ccc(CCNC(=O)c2cccc(S(=O)(=O)N3CCc4ccccc4C3)c2)cc1
    0	1	1	-2	1.6	11	-3	5
> O=C(CCC(=O)NNC(=O)COc1ccc(Br)cc1)NCc1ccccc1
    6	-11	6	1	-0.5	6	0	0
> CC(=O)Nc1ccc(C(=O)NNC(=O)c2ccccc2-n2cccc2)cc1
    -7	-9	-10	-1	-0.5	7	-1	-2
> CCOP(=O)(OCC)c1nc(-c2cccc3ccccc23)oc1NCc1ccc(OC)cc1
    -2	22	-402	5	1.0	1	-1	-6
> O=C(NCc1ccccc1)c1onc(CSc2nc3ccccc3[nH]2)c1C(=O)NCc1ccccc1
    -5	8	6	2	0.9	-23	7	-4
> Cn1cc(CN2CCCC(CO)(Cc3ccccc3)C2)c2ccccc21 (configuration not stated)
    -3	9	3	-2	3.3	-3	-3	-2
> O=c1c(CN2CCN(c3cccc(Cl)c3)CC2)coc2c(Cl)cc(Cl)cc12
    -9	7	15	4	2.5	-12	1	3
> Cc1cc(S(=O)(=O)N2CCCCC2)ccc1OCC(=O)N1CCOCC1
    1	-3	8	-7	0.0	-9	0	-1
> C#CCSc1nnc(-c2sc3ccccc3c2Cl)o1
    -8	9	-18	0	0.9	-16	0	7
> Cc1cc(Nc2nc3ccccc3nc2Cl)n(-c2ccccc2)n1
    1	-3	-47	-8	-0.6	5	-1	4
> O=C(CN1C(=O)CCSc2ccccc21)NC1CCCCC1
    10	-23	6	1	1.8	3	3	0
> CCC(=O)Nc1ccc2ccccc2c1
    -6	0	14	-1	1.2	2	-1	-6
> COc1ccc2sc(-c3ccc(N(C)C)cc3)c(-c3ccc4cc[nH]c4c3)c2c1
    8	-6	-467	5	1.4	12	-3	-7
> CN(C)c1ccc(CNn2cnnc2SCC(=O)NC(C)(C)C)cc1
    4	0	5	-7	0.4	16	0	-4
> Cc1ccc(-c2ccccc2)n1-c1cccc(C(=O)O)c1
    12	-11	18	4	2.2	8	0	5
> O=C(COc1ccccc1[N+](=O)[O-])NC1CC1
    1	-15	15	-6	-0.5	-5	1	-7
> NC(N)=NS(=O)(=O)c1ccc(N)cc1
    -1	-9	-7	-1	1.8	-12	-1	-1
> Cc1c(C(=O)NCc2nnc(-c3ccccc3)o2)oc2c(F)cccc12
    -6	6	4	1	-0.4	-6	0	-7
> CCOC(=O)C1(CCOC)CCN(Cc2cnc(-c3cccc(C)c3)nc2)CC1
    -4	8	-2	-10	0.3	10	1	-4
> O=C(CN1CCCC1)Nc1nnc(-c2cccs2)s1
    7	-10	-213	1	1.2	-7	-12	4

One compound at a time (already shown). Screens in order: ATG4B inh	PfG6PD inh	SENP8 block	HKDC1 inh	MPTP block	SENP6 inh	GRIN3A LBD mod	SENP7 block
Results for O=C(COc1ccccc1[N+](=O)[O-])NC1CC1 : 1	-15	15	-6	-0.5	-5	1	-7
Results for CN(C)c1ccc(CNn2cnnc2SCC(=O)NC(C)(C)C)cc1 : 4	0	5	-7	0.4	16	0	-4
Results for CCOC(=O)C1(CCOC)CCN(Cc2cnc(-c3cccc(C)c3)nc2)CC1 : -4	8	-2	-10	0.3	10	1	-4

The list goes on:
The line under a structure holds: ATG4B inh	PfG6PD inh	SENP8 block	HKDC1 inh	MPTP block	SENP6 inh	GRIN3A LBD mod	SENP7 block
> COc1ccc(NS(=O)(=O)c2c(C)[nH]c(C)c2C(=O)N2CCCCC2)cc1Cl
    4	3	9	-2	1.0	7	0	0
> CCN(CC)CCOC(=O)c1ccc(NC(=O)c2ccc(Cl)c(S(=O)(=O)N3CCCCCC3)c2)cc1
    -32	8	12	1	15	-5	-1	10
> Cc1ccccc1NC(=O)CSc1nc(O)cc(=O)n1C
    -4	14	14	-4	0.7	-18	12*	4
> COC(=O)Cn1cnc2c(C#N)c3n(c2c1=O)CCCC3
    8	-10	1	-1	-0.5	-9	-2	7
> Cc1cccc(Cl)c1NC(=O)N1CCCN(c2ncccc2[N+](=O)[O-])CC1
    -2	7	17	-1	2.6	10	-2	-4
> CC(=O)N(CN1C(=O)CCC1=O)c1cccc(Cl)c1
    -1	8	1	-8	2.1	-12	-3	-3
> COc1ccc(NC(=S)N2C3CCC2CC(NC(=O)NC24CC5CC(CC(C5)C2)C4)C3)c(OC)c1 (configuration not stated)
    -1	-11	22	10	-1.5	-30	2	-12
> Cc1ccc(S(=O)(=O)SCCCSS(=O)(=O)c2ccc(C)cc2)cc1
    -2	123*	13	-3	32	nt	5	nt
> CC(=O)c1ccc(OCCCC(=O)OCC(=O)Nc2c(C)nn(-c3ccccc3)c2C)cc1
    -9	-6	17	-2	-0.1	-5	6	-2
> COc1ccc(C(=O)NNS(=O)(=O)c2ccc(C)cc2)cc1
    -6	-1	7	10	1.5	-14	10	6
> CC12CCC(C(=O)Nc3ccccc3Cl)([C@H](Br)C1=O)C2(C)C (some centres not stated)
    0	0	14	6	1.4	15	2	-1
> CCOC(=O)Cc1csc(NC(=O)C(C)(C)C)n1
    5	-16	9	7	0.0	-10	-2	-2
> CN1CCN(S(=O)(=O)c2ccc(Cl)c3ccccc23)CC1
    -2	-14	19	-7	-0.3	-14	0	1
> CN(C(=O)CSc1nc2ccccc2n1CCc1ccccc1)C1CCS(=O)(=O)C1 (configuration not stated)
    -14	37	21	-2	1.1	-15	14*	-8
> CCN(/N=C/c1cccs1)c1cc(=O)n(C)c(=O)[nH]1
    9	-15	-108	-1	2.0	-9	-3	-11
> Cc1ccc(C(=O)N2CCN(S(=O)(=O)c3sc(C(=O)O)c(C)c3C(=O)O)CC2)s1
    6	-12	8	0	-0.2	7	0	3
> Cc1ccc2[nH]c3c(c2c1)SC(C)(C)CC3=O
    2	28	-362	-6	1.3	-5	2	-5
> CCOc1ccc(C(=O)CN2CCN(S(=O)(=O)c3ccc(F)cc3)CC2)cc1
    6	19	-3	-6	1.4	10	3	4
> O=C(COC(=O)c1ccc([N+](=O)[O-])o1)NCCCc1ccccc1
    -19	18	-5	5	-1.6	13	-3	17
> O=c1[nH]c2cc(Cl)ccc2n1-c1ccccc1
    -7	8	29	2	-0.6	6	-1	3
> CCc1ccccc1NC(=O)CN1C(=O)c2ccccc2S1(=O)=O
    3	-18	0	4	0.0	-20	0	-6
> COC(=O)Cc1[nH]c(=O)[nH]c1C(=O)OC
    0	-6	10	3	1.3	-10	-1	-2
> O=C(Nc1ccc2c(c1)CCC2)Nc1ccc2c(c1)OCO2
    0	6	8	-11	21	-36	3	28
> Cc1ccc(C(=O)NC(=S)Nn2cnnc2)cc1
    10	29	14	-13	0.0	3	0	12
